RGS7-Gao reg: RGS7-Galphao binding modulators, primary screen, biochemical, multiplexed bead flow cytometry | Guanine nucleotide-binding protein G(o) subunit alpha (Homo sapiens), P09471 | AID 1439, 2008 | 220,000 tested, 0.35% active | binding response (% of control), % at 10 µM | actives lie on both sides; in the data active = binding response below about 49% or above about 150%; inconclusive = no clear call, values can overlap the other calls; inactive = in between;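 also: fluorescent Galphao held in activated GDP-AlF4 state binding bead-coupled RGS7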
Target sequence (P09471 whole entry, looked up): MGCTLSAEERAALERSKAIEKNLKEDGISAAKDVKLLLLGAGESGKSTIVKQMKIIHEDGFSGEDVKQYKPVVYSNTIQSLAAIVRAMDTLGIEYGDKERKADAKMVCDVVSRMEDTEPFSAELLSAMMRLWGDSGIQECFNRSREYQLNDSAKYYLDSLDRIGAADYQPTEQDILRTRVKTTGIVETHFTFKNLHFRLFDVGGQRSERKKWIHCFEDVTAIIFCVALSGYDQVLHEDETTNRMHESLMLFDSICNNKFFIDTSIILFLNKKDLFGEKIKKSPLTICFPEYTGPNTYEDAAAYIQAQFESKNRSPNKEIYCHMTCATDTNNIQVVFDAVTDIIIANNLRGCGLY
Bcl-W Bim block: inhibitors of Bim binding to Bcl-W, primary screen, biochemical, multiplexed, bead-based flow cytometry; inhibition, % at 10 µM; Bim peptide-Bcl-W binding; 190,000 tested, 0.02% active;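 also: 0% = bound tracer without compound and 100% = peptide blocker; higher means less fluorescent Bim peptide bound to Bcl-W beads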
Target sequence (Q92843 whole entry, looked up): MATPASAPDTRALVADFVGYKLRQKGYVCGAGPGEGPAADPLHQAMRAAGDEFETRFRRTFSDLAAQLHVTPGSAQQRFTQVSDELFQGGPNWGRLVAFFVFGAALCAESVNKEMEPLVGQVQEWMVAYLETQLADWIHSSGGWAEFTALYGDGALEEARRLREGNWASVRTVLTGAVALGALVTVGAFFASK
Bfl-1 Bim block: inhibitors of Bim binding to Bfl-1, primary screen, biochemical, multiplexed, bead-based flow cytometry. 190,000 tested, 0.12% active. Bcl-2-related protein A1 (Homo sapiens), Q16548. Bim-Bfl-1 binding inhibition. inhibition, % at 10 µM;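 also: 0% = wells without compound plus tracer and 100% = blocker peptide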
Bcl-2 Bim block: inhibitors of Bim-Bcl-2 binding, primary screen, biochemical, multiplexed, human Bcl-2 family; Apoptosis regulator Bcl-2 (Homo sapiens), P10415; Bead-based flow cytometry, Bim peptide-Bcl-2 binding; inhibition, % at 10 µM; 190,000 tested, 0.06% active; AID 950, 2007; in the data active = inhibition above about 40%; inconclusive = no clear call, values can overlap the other calls;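 also: 0% = no compound wells with probe peptide and 100% = reference peptide inhibitor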
Target sequence (P10415 whole entry, looked up): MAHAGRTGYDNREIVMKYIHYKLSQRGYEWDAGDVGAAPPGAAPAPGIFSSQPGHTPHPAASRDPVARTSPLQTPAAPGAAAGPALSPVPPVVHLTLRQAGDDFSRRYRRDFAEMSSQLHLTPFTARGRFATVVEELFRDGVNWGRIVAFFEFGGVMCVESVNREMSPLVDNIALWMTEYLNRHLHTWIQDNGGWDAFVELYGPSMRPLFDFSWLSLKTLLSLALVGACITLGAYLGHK
Bcl-XL Bim block: inhibitors of Bim-Bcl-XL binding, primary screen, biochemical, multiplexed, bead flow cytometry, human Bcl-XL; Bcl-2-like protein 1 (Homo sapiens), Q07817; Bim peptide-Bcl-XL binding, fluorescence; inhibition, % at 10 µM; 190,000 tested, 0.04% active
RGS4-Gao reg: modulators of RGS4 binding to Galphao, primary screen, biochemical, multiplexed bead flow cytometry; Guanine nucleotide-binding protein G(o) subunit alpha (Homo sapiens), P09471; actives lie on both sides; binding response (% of control), % at 10 µM; 220,000 tested, 0.33% active; in the data active = binding response below about 49% or above about 150%; inactive = in between;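 also: fluorescent Galphao activated with aluminum fluoride binding bead-coupled RGS4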
ABCG2 block: ABCG2 efflux pump inhibitors, primary screen, multiplex with ABCB1, IgMXP3 cells, flow cytometry. JC-1 efflux. inhibition, % at 6.6 µM. 190,000 tested, 0.1% active;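 active = inhibition above 80%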;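 also: 0% = DMSO and 100% = nicardipine control wells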
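Measure – % inhibition of efflux relative to nicardipine and DMSO · Test system – ABCG2 IgMXP3 and barcoded ABCB1 CCRF-Adr cell mix · Control set – nicardipine as high control, DMSO as low control · Compound – one concentration, 6.6 µM final · Signal – flow cytometry of retained JC-1 fluorescence · Timing – 10 min exposure at 25 °C with rotation, no wash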
GSH bead fluor: compound fluorescence on glutathione beads, profiling panel, artefact control, biophysical, 488/530 nm, flow cytometry | fluorescence (KMESF) at 10 µM | 190,000 tested, 0.25% active | GSH beads flow cytometry, compound fluorescence 488/530 nm; active compounds read high; in the data active = fluorescence above about 89;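 also: glutathione beads carrying GST-tagged Bcl family fusion proteins plus one bare bead set; values are compound well signal with DMSO vehicle wells as background; inactives centre near 16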
Bim-Bcl-B: inhibitors of Bim-Bcl-B binding, primary screen, biochemical, multiplexed, human Bcl-2 family | AID 951, 2007 | bead-based flow cytometry, Bim peptide-Bcl-B binding | Bcl-2-like protein 10 (Homo sapiens), Q9HD36 | 190,000 tested, 0.073% active | inhibition, % at 10 µM;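 also: 0% = tracer peptide without compound and 100% = reference inhibitor peptide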
Target sequence (Q9HD36 whole entry, looked up): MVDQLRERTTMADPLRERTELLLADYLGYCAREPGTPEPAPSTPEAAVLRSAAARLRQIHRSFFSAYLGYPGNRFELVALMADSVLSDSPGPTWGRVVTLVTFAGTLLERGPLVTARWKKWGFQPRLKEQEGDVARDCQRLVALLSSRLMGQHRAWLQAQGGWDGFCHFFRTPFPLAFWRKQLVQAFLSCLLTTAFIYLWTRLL
RGS8-Gao reg: RGS8-Galphao binding modulators, primary screen, biochemical, multiplexed bead flow cytometry. response (percent of control binding), % at 10 µM. 220,000 tested, 0.34% active. Guanine nucleotide-binding protein G(o) subunit alpha (Homo sapiens), P09471. actives lie on both sides; in the data active = response below about 60% or above about 140%; inactive = in between;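 also: Galphao activated as the GDP aluminium fluoride complex binding bead-coupled RGS8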
ABCB1 block: ABCB1 efflux pump inhibitors, primary screen, cell-based, multiplex, flow cytometry, ABCG2 counter-screen; CCRF-Adr cells, JC-1 efflux; inhibition, % at 6.6 µM; 190,000 tested, 0.067% active; in the data active = inhibition above about 40%;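 also: 0% = vehicle and 100% = reference inhibitor; higher value means more JC-1 retained so stronger ABCB1 efflux block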
* = called active by the depositor; ? = inconclusive. Rule as the data show it, unless noted: active = inhibition above about 40%.

SMILES | RGS7-Gao reg | Bcl-W Bim block | Bfl-1 Bim block | Bcl-2 Bim block | Bcl-XL Bim block | RGS4-Gao reg | ABCG2 block | GSH bead fluor | Bim-Bcl-B | RGS8-Gao reg | ABCB1 block
CCOc1ccc(CCNC(=O)C2=C(C)C(=O)OC23CCC(C)CC3)cc1 (stereo not given) | 96 | -5 | -2 | 0 | -5 | 95 | -1 | 13 | -7 | 98 | 0.5
C=CCn1c(N)c(C(=O)NCc2cccnc2)sc1=S | 105 | -2 | 0 | 2 | -2 | 100 | 1 | 7 | -1 | 103 | 0.4
Cn1nc(C(F)(F)F)c(/C=N/OC(=O)c2ccccc2Cl)c1SCc1ccc(Cl)cc1 | 104 | -1 | 0 | -1 | 0 | 103 | 1 | 12 | 10 | 101 | -0.2
O=C(CCc1nc(-c2ccccc2)no1)NCC1CCCO1 (stereo not given) | 96 | 2 | 4 | 2 | 0 | 97 | 2 | 19 | -1 | 97 | 0.9
CCOc1ccccc1NC(=O)C(NC(=O)C1CCC(C)CC1)C(C)C (stereo not given) | 95 | -1 | -1 | -2 | -2 | 95 | 0 | 21 | -1 | 96 | 0.3
CCCCSc1nc(C)c(C(C)=O)cc1C#N | 104 | 1 | -9 | -2 | -2 | 98 | 4 | 4 | -5 | 99 | 0.5
CCNC(=S)NC1CC2CCCC(C1)N2Cc1ccco1 (stereo not given) | 98 | -5 | 1 | 0 | -6 | 100 | 5 | 31 | -7 | 102 | 1.1
CCCCCSc1nncc(=O)[nH]1 | 98 | -2 | -2 | 0 | -1 | 101 | 3 | 6 | 0 | 97 | 0.6
C/C(=N\Nc1ccccn1)c1ccc(C#N)cc1 | ? | 4 | -1 | -3 | 0 | 102 | 11 | 24 | 0 | 102 | 0.8
CC(=O)Nc1ccc2c(c1)c1ccccc1n2C(C)=O | 101 | -1 | -1 | -2 | -2 | 101 | -3 | 4 | -2 | 102 | -0.5
CC(C)Oc1ccc(C2C(C#N)=C(N)Oc3c2oc(CO)cc3=O)cc1 (stereo not given) | 98 | -2 | 4 | 1 | 0 | 98 | 4 | 26 | 8 | 101 | 0.8
CNC(=O)CN(c1cccc2ccccc12)S(C)(=O)=O | 99 | 9 | 8 | 9 | 8 | 100 | -1 | 11 | 6 | 98 | -0.1
CC(NC(=O)Cn1ccsc1=N)C12CC3CC(CC(C3)C1)C2 (stereo not given) | 97 | -2 | -18 | -11 | -1 | 101 | 1 | 27 | -11 | 100 | 0.7
O=C1NC(=O)C2(COC(c3ccccc3Cl)OC2)S1 (stereo not given) | 99 | -5 | -15 | -5 | -4 | 100 | 3 | 14 | -8 | 100 | 0.2
COc1cc(-c2nc3ccccn3c2NCC2CCCO2)ccc1O (stereo not given) | 104 | 0 | -10 | -1 | -3 | 105 | 6 | 5 | -4 | 103 | 0.6
Cc1ccc(S(=O)(=O)N2CCN(C(=O)CSc3nnnn3C)C2)cc1 | 100 | -1 | -15 | -10 | -6 | 98 | 1 | 32 | -9 | 99 | 0.6
COC(=O)C1=NN(c2ccccc2)C2(S1)SC(C(C)=O)=C(C)N2c1ccccc1 (stereo not given) | 97 | -1 | 0 | -3 | -7 | 99 | 2 | 9 | -3 | 99 | 1.4
CC(C)c1ccc(NC(=O)NCc2ccc(F)cc2)cc1 | ? | 0 | -4 | 0 | 0 | 103 | 7 | 20 | -2 | 102 | -0.1
CCOC(=O)N1N=C(CC)CC1(O)C(F)(F)F (stereo not given) | 103 | -1 | 0 | 4 | -2 | 102 | 1 | 19 | -2 | 101 | 0.8
CCCn1c(SCC(=O)C(C)(C)C)nc2ccccc21 | 92 | -6 | -10 | -3 | -5 | 93 | 5 | 12 | -13 | 74 | 1.4
Cc1c(NC(=O)CN2C(=O)c3cccc4cccc2c34)c(=O)n(-c2ccccc2)n1C | 101 | 1 | -7 | -3 | -5 | 101 | 0 | 17 | -5 | 100 | 0.2
C/C=C/c1ccc(OCCCNC2CCCC2)c(OC)c1 | 103 | 0 | -9 | -9 | -2 | 105 | 3 | 12 | -4 | 110 | 0.0
CC(C)CC(=O)Nc1ccc(Oc2ccc(NC(=O)CC(C)C)cc2)cc1 | 94 | 5 | 4 | 15 | 4 | 90 | 0 | 70 | 7 | 96 | 0.0
COc1ccccc1CC1(C)NC(=O)N(CC(=O)N2CC(C)OC(C)C2)C1=O (stereo not given) | 100 | 0 | -1 | -3 | 0 | 98 | 1 | 15 | 0 | 96 | 0.5
Cc1ccc(OCC(=O)OC2CCS(=O)(=O)C2)cc1 (stereo not given) | 99 | 2 | 1 | 5 | 2 | 102 | 1 | 12 | 3 | 101 | -0.1

Given as tab-separated lines: entries from further up
mol	RGS7-Gao reg	Bcl-W Bim block	Bfl-1 Bim block	Bcl-2 Bim block	Bcl-XL Bim block	RGS4-Gao reg	ABCG2 block	GSH bead fluor	Bim-Bcl-B	RGS8-Gao reg	ABCB1 block
Cn1nc(C(F)(F)F)c(/C=N/OC(=O)c2ccccc2Cl)c1SCc1ccc(Cl)cc1	104	-1	0	-1	0	103	1	12	10	101	-0.2
O=C1NC(=O)C2(COC(c3ccccc3Cl)OC2)S1 (stereo not given)	99	-5	-15	-5	-4	100	3	14	-8	100	0.2
O=C(CCc1nc(-c2ccccc2)no1)NCC1CCCO1 (stereo not given)	96	2	4	2	0	97	2	19	-1	97	0.9

Later entries.
SMILES | RGS7-Gao reg | Bcl-W Bim block | Bfl-1 Bim block | Bcl-2 Bim block | Bcl-XL Bim block | RGS4-Gao reg | ABCG2 block | GSH bead fluor | Bim-Bcl-B | RGS8-Gao reg | ABCB1 block
C=CCNc1nc(Cl)nc(Nc2ccc(OC)cc2OC)n1 | 101 | -2 | -5 | -5 | -2 | 102 | 29 | 12 | -1 | 102 | -1.9
O=C(c1ccccc1)N(Nc1ccccc1)c1ccccc1 | 95 | -3 | -2 | -2 | -2 | 99 | 6 | 12 | -2 | 99 | 1.6
COc1ccccc1CNC(=O)COC(=O)c1ccc(S(=O)(=O)N2CCCC2)cc1 | 104 | 1 | -9 | -2 | -3 | 103 | 0 | 14 | -6 | 101 | 0.1
N#CC1=C(N)Oc2cc(O)ccc2C1c1ccncc1 (stereo not given) | 105 | -4 | -23 | -15 | -15 | 102 | 37 | 25 | -9 | 102 | 1.1
COc1ccc(NC(=O)CSc2ccccn2)cc1 | 93 | -34 | -32 | -38 | -34 | 92 | 6 | 49 | -46 | 77 | 0.3
CCN(CCCNC(=O)C1CCCN(S(=O)(=O)c2cnc[nH]2)C1)c1ccccc1 (stereo not given) | 95 | 1 | -9 | -7 | -4 | 93 | 1 | 25 | -7 | 92 | 0.4
CCc1ccccc1NC1=NCC(=O)N1Cc1ccc2c(c1)OCO2 | 101 | -4 | -20 | -6 | -6 | 99 | 7 | 23 | -7 | 101 | 0.4
O=C1CN(C(=O)COC(=O)/C=C/c2ccc(OC(F)F)cc2)c2ccccc2N1 | 100 | -6 | -4 | -5 | -4 | 100 | 12 | 10 | -1 | 97 | -0.4
Cc1cc(=O)[nH]c(N/N=C/c2ccc(OC(=O)c3ccco3)cc2)n1 | 98 | 0 | 0 | 1 | -3 | 94 | 4 | 5 | -2 | 98 | 0.2
CCC(c1nnnn1C(C)(C)CC)N(CCCN1CCOCC1)Cc1cc2cccc(C)c2[nH]c1=O (stereo not given) | 105 | 1 | -12 | -6 | 3 | 99 | 0 | 49 | -12 | 103 | -0.7
CCN(C(=O)/C=C/c1ccc2c(c1)OCO2)c1ccccc1 | 102 | -2 | -1 | 0 | -6 | 105 | 8 | 12 | -5 | 102 | 0.9
Cc1cc(S(=O)(=O)NC2CCCCC2)ccc1OCC(=O)NCC1CCCO1 (stereo not given) | ? | -3 | 0 | 0 | -10 | 106 | 27 | 16 | -2 | 106 | 1.2
CCOc1cc(CNC2CCCC2)cc(Cl)c1OCc1ccc(F)cc1 | 100 | 3 | -9 | -1 | -2 | 101 | 1 | 14 | -3 | 103 | 0.1
S=c1[nH]nc(COc2ccc(Cl)cc2)o1 | 102 | 0 | -3 | -8 | -7 | 98 | 9 | 23 | -20 | 99 | 1.6
Cc1ccc(C)c(NC(=O)c2cc(-c3ccccc3)nn2-c2ccccc2)c1 | 107 | -2 | -15 | -6 | -5 | 103 | 17 | 12 | -8 | 102 | 0.4
CCC(C)NC(=O)CSc1nnc(-c2cc(-c3ccc(C)cc3)nc3ccccc23)n1N (stereo not given) | 97 | 4 | -6 | -5 | 2 | 101 | 28 | 46 | -4 | 101 | 8.5
Cc1cccc(CN2CCN(Cc3ccc4nonc4c3)CC2CCO)n1 (stereo not given) | 100 | -5 | 1 | -4 | -5 | 99 | 4 | 18 | 0 | 102 | -0.1
COc1ccc(C(=O)Cc2ccc(OC)c(OC)c2)c(OC)c1 | 104 | 3 | -7 | -4 | -6 | 102 | 5 | 4 | -3 | 102 | 0.6
COC(=O)/C=C1\S/C(=N/N=C/c2ccco2)NC1=O | 99 | 1 | -3 | -5 | 3 | 100 | 23 | 20 | -5 | 102 | 13
CNC(=S)NCc1ccc2[nH]c3c(c2c1)CCCC3 | 99 | 2 | 0 | 0 | 1 | 98 | 6 | 9 | -4 | 99 | 0.3
CCn1c(CSc2nc(C)cc(C)n2)nnc1SCC(=O)Nc1cccc2ccccc12 | 99 | -1 | -7 | -1 | -3 | 97 | 3 | 42 | -3 | 98 | 0.8
O=C(CSc1ccc(-c2cccnc2)nn1)c1ccc([N+](=O)[O-])cc1 | 100 | 1 | 0 | -1 | -1 | 100 | 7 | 26 | -6 | 105 | 2.1
Cc1c(C(=O)NCc2ccccc2)oc2c1C(=O)CCC2 | 97 | -6 | 2 | -2 | -4 | 101 | 13 | 69 | -2 | 98 | 0.8
Oc1csc(Cc2nc(-c3ccccc3F)cs2)n1 | 106 | -2 | -3 | -5 | -1 | 99 | -6 | 19 | -2 | 102 | -1.2
O=C(Nc1ccc(-c2cn3ccsc3n2)cc1)C1CCCC1 | 94 | 0 | 0 | -1 | 1 | 88 | 2 | 14 | 2 | 95 | 0.2
Cc1nc(-c2ccncc2)sc1C(=O)Nc1ccc(Br)cc1 | 93 | 0 | 2 | 2 | 0 | 97 | 2 | 13 | 1 | 100 | 0.0
COC(=O)C1(C(=O)OC)Sc2ccccc2C1=O | 99 | -2 | -11 | -9 | -4 | 101 | -1 | 23 | -8 | 101 | -0.1
Cc1occc1-c1nnc(SCC(=O)Nc2ccccc2)n1C | 104 | -2 | -5 | -4 | -4 | 107 | 2 | 9 | -7 | 106 | 1.0
Cc1ccc(NC(=O)COC(=O)C2(c3ccc(Cl)cc3)CCCC2)cc1 | 101 | 1 | 1 | 1 | 3 | 99 | 17 | 12 | 3 | 98 | 1.7

Screening data: PubChem, NMMLSC
